# High-throughput results as filed in PubChem BioAssay.
# HT1080 IDH1KD tx: kills HT-1080 cells with IDH1 knockdown; HT-1080 IDH1 knockdown viability, ATP luminescence, 48 h; Potency, µM (doses to about 46.1 µM), for inactives: top-dose activity, negative = toxicity, hits mostly cytotoxic; actives 2% (n = 360,000); AID 686971;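 note: potency is the fitted concentration of half-maximal effect; 0% = DMSO wells and -100% = cell-free medium wells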
#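 Using the IDH1-knockdown HT-1080 line run in the same batch and compound series as the NT line, viability after 48 h at 37 °C was determined by CellTiter-Glo luminescence and expressed as % activity.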
# IL1B secr inh: blocks inflammasome-driven IL-1 beta release; activity change, % at 57.5 µM; AID 743279; actives 4.7% (n = 360,000); THP-1 LPS/ATP IL-1B secretion, AlphaLISA, 16 h; hits give low values; in the data active = activity change below about -50%; inconclusive = mostly about -30% to -49%; note: % is set by controls: 0 for no effect and ±100 for the full control effect
#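 Secreted IL-1B measured by AlphaLISA bead assay after 16 h compound exposure of THP-1 cells; compounds (final up to 57.5 uM) added 1 h before LPS (250 ng/mL) and ATP (1.25 mM) stimulation; lower signal means less secretion.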
# S2 tox: cell viability loss in ATXN counter-screen | S2 cells (HEK-293 line with an ATXN2-luciferase reporter) viability, CellTiter-Fluor protease fluorescence, 24 h | Potency, µM (series often up to 56.7 µM), hits mostly cytotoxic | actives 0.49% (n = 400,000); note: potency is the fitted concentration of half-maximal effect; nearly all actives have a fitted effect of over 40% in size
# KB-3-1 cytotox: kills parental KB-3-1 adenocarcinoma cells. actives 1.4% (n = 400,000). Potency, µM (series often up to 46.1 µM), without a hit: at the top dose activity change, negative = cytotoxic, usual class: cytotoxic. KB-3-1 viability, CellTiter-Glo ATP luminescence, 72 h; note: potency is the fitted concentration of half-maximal effect; % is set by controls: 0 for no effect and ±100 for the full control effect; nearly all actives have a fitted effect of over 60% in size
#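 KB-3-1 parental drug-naive adenocarcinoma cells in DMEM/10% FBS, incubated 72 h at 37 C with pin-transferred compounds across a concentration series. Viability by CellTiter-Glo luminescence; concentration-response curves fitted after normalization.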
# HT1080-NT tox: kills 2HG-producing HT-1080-NT fibrosarcoma cells | HT-1080-NT fibrosarcoma viability, CellTiter-Glo ATP luminescence, 48 h | Potency, µM (series often up to 46.1 µM), for the others: at the top dose activity, negative = less viability, most hits filed as cytotoxic | actives 1.6% (n = 360,000);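 note: NT is the 2HG producing partner of a matched IDH1 knockdown line; potency is the fitted concentration of half-maximal effect; 0% = DMSO-treated cells and -100% = media-only wells without cells; nearly all actives have a fitted effect of over 55% in size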
#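 HT-1080-NT fibrosarcoma cells (2HG-overproducing), 750 cells/well in RPMI with 5% FBS, dosed after 2 h and incubated 48 h at 37C. CellTiter-Glo luminescence normalized to DMSO and no-cell wells; concentration-response curves fitted and classed.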
# SW480 rereplic: DNA re-replication induction in SW480 cells; SW480 DNA re-replication, Hoechst DNA content imaging, 48 h; Potency, µM (doses to about 46.1 µM), for the others: at the highest dose re-replication activation, hits mostly activators; actives 1.8% (n = 340,000); AID 624297; note: potency is the fitted concentration of half-maximal effect; % of control where 0% means no effect; nearly all actives have a fitted effect of over 55% in size
#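 Treated cells incubate 48 hr (37 C, 5% CO2), are stained 40 min with Hoechst, and nuclear fluorescence is enumerated; a rise in nuclei with high DNA signal marks re-replication.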
# ATXN2 expr inh: reduces ATXN2 reporter expression in HEK-293 cells; HEK-293 ATXN2-luciferase reporter, luminescence, 24 h; Potency, µM (series often up to 57 µM), without a hit: at the top dose activity change, negative = inhibition, usual class: inhibitors; actives 0.72% (n = 360,000); AID 1745845; note: potency is the fitted concentration of half-maximal effect; % is set by controls: 0 for no effect and ±100 for the full control effect; nearly all actives have a fitted effect of over 55% in size
#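 qHTS (up to 57 uM final) was run with 24 h compound exposure of reporter cells at 37 °C. Each well was multiplexed: SteadyGlo luminescence measured ATXN2-luciferase expression after a fluorogenic Gly-Phe-AFC viability readout (25 uM final).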
# KB-V1 MDR tox: KB-V1 MDR subline cytotoxicity; KB-V1 MDR cells viability, CellTiter-Glo, 72 h; AID 1347076; Potency, µM (series often up to 46.1 µM), inactives show at the highest dose activity change, negative = cytotoxicity, hits mostly cytotoxic; actives 3.4% (n = 400,000); note: potency is the fitted concentration of half-maximal effect; % is set by controls: 0 for no effect and ±100 for the full control effect; nearly all actives have a fitted effect of over 60% in size
#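 In this primary screen, KB-V1 cells overexpressing P-gp are incubated with library compounds (lowest to highest concentration) for 72 h at 37 degrees C before a luminescent ATP viability read.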
# MCF10A rerep: inducers of DNA re-replication in MCF 10A breast cells; actives 2.9% (n = 350,000); MCF 10A DNA re-replication, Hoechst nuclear intensity, 48 h; Potency, µM (series often up to 46.1 µM), without a hit: at the top dose activity, positive = re-replication, most hits filed as activators; note: potency is the fitted concentration of half-maximal effect; % of control where 0% means no effect; nearly all actives have a fitted effect of over 50% in size
# An asterisk follows results filed as active; i = inactive; ? = inconclusive; . = no result given; & = joins results of further samples; [ ] = remark or other dose. Unless noted, calls come from the whole dose curve; as a rule, active = well fitted curve in the direction sought with a large enough effect; inconclusive = small, poorly fitted or top-dose-only effect, or another doubt; inactive = no such curve, though single readings can be large; an effect the other way counts as inactive or inconclusive.
SMILES,HT1080 IDH1KD tx,IL1B secr inh,S2 tox,KB-3-1 cytotox,HT1080-NT tox,SW480 rereplic,ATXN2 expr inh,KB-V1 MDR tox,MCF10A rerep
Cc1nc2nc(-c3ccccc3)[nH]n2c(=O)c1Cc1ccccc1,11%,4,i,17%,10%,-3%,48%[activator],0%,3%
Cc1ccc(NC(=O)NC(=O)COc2ccccc2C(N)=O)c(C)c1,5%,0,i,-24%,10%,-11%,1%,8%,5%
CN(C)CCCNc1oc(-c2cccc(Cl)c2)nc1C#N,?,-21,i,0%,?,-11%,6%,10%,?
COc1ccc(NC(=O)N2CCc3cc(OC)c(OC)cc3C2)cc1,-3%,5,i,?,-8%,3%,?,-27%,3%
CSc1ncc(Cl)c(C(=O)N(Cc2ccc(N(C)C)cc2)Cc2ccco2)n1,.,.,?,1%,.,.,?,-26%,.
Cc1nc(C#N)c(N/N=C/c2c(F)cccc2Cl)o1,6%,-23,i,4%,20%,-2%,25%,19%,-2%
Cc1ccc(OCC(=O)Nc2cc(NC(=O)COc3ccc(C)c(C)c3)cc(C(=O)O)c2)cc1C,1%,1,i,-1%,1%,1%,.,6%,-3%
CCC(C)NC(=O)CSc1nc2c(sc3ccccc32)c(=O)n1Cc1ccccc1Cl (stereo not given),.,.,?,-1%,.,.,5%,5%,.
CCOC(=O)c1ccc(NC(=O)N2CCN(C(=O)C3CCCO3)CC2)cc1 (stereo not given),16%,21,i,3%,4%,-26%,-4%,-18%,-33%[inhibitor]
CC(C)(C)C1C/C(=C/c2ccco2)C(=O)/C(=C/c2ccco2)C1 (stereo not given),-2%,-67*,i,-4%,7%,-2%,-20%,?,?
Cc1nn(C)cc1CN(C)C(=O)c1sc2cccc(Cl)c2c1Cl,-3%,9,i,0%,-19%,-4%,4%,-7%,8%
Cc1ccc(Nc2c(-c3ccc(Br)o3)nc3ccccn23)cc1,.,.,i,-12%,.,.,12%,0%,.
COc1cccc(-c2nnc(-c3ccc(C(F)(F)F)cc3)o2)c1OC,11%,?,i,6%,3%,0%,40%[activator],-13%,2%
Cc1cccc2cccnc12,18%,0,i,0%,23%,?,1%,1%,?
COc1ccc(N=Cc2c(O)ccc3ccccc23)cc1,?,-6,i,11%,?,4%,80%[activator],-18%,-1%
Cc1cccc2nc(CSCc3ccco3)cn12,11%,4,i,-2%,10%,-5%,-3%,9%,5%
Cc1ccc2nc(NC(=O)COC(=O)c3ccc(Br)o3)sc2c1,-1%,48,i,12%,-1%,-7%,18%,-6%,-24%
O=C(CSc1nc2c(c(C(F)(F)F)n1)CCc1ccccc1-2)NCc1ccccc1,3%,32,i,?,7%,-2%,-10%,?,14%
O=C1C[C@@H]2c3c(cccc3CN1Cc1ccccc1F)C[C@@H](O)[C@H]2O,9%,28,i,6%,13%,-9%,10%,9%,-2%
COc1ccc(NC(=O)CN2C(=O)NC(C)(c3ccc4c(c3)OCCO4)C2=O)cc1S(N)(=O)=O (stereo not given),-17%,15,i,-1%,-19%,-6%,0%,-17%,0%
CC1CCc2c(sc(/N=C/c3cccnc3)c2C(N)=O)C1 (stereo not given),9%,-14,i,3%,19%,-5%,10%,0%,-3%
Cc1noc(C)c1S(=O)(=O)N1CCC(C(=O)Nc2ccc(OC(F)(F)F)cc2)CC1,?,15,i,11%,?,3%,-23%,-22%,16µM*
O=C1/C(=C/C=C/c2ccco2)SC(=S)N1NS(=O)(=O)c1ccccc1,-3%,-7,?,1%,-3%,-2%,-22%,-5%,1%
CC(NC(=O)CN1C(=O)COc2ccc(Cl)cc21)c1ccccc1 (stereo not given),.,.,i,20%,.,.,-3%,0%,.
CC(=O)Oc1ccccc1/C=C/c1nc2ccccc2c(=O)o1,-15%,14,i,2%,1%,4%,?,-3%,1%
Cc1ccc(S(=O)(=O)N(C)C)cc1N,-1%,24,i,-6%,-1%,-17%,3%,13%,-8%
COc1ccc(/C=C2\SC(=S)N(CCC(=O)Nc3ccc(O)cc3)C2=O)cc1,0%,16,i,-2%,?,1%,5%,-3%,?
O=S(=O)(N1CCOCC1)n1nnc2ccccc21,0%,-4,i,-3%,3%,-4%,0%,-12%,-4%
C=CCNc1nc2c(c(=O)n(C)c(=O)n2C)n1Cc1ccc(F)cc1,-15%,53,i,?,-16%,34%,-21%,?,?
COc1ccc2cc(CNc3ccc(C)cc3)c(=O)n(CC(=O)Nc3ccc(OC)c(Cl)c3)c2c1,.,.,i,11%,.,.,20%,-16%,.
CN(c1cccc(NS(=O)(=O)c2cccc([N+](=O)[O-])c2)c1)S(C)(=O)=O,-4%,5,i,2%,0%,3%,3%,-15%,-1%
C/C(CCc1ccccc1)=N\NC(=O)C1C2CCCCC21 (stereo not given),-1%,13,i,5%,-12%,0%,-9%,?,0%
O=C(c1ccccc1S(=O)(=O)NCC(O)COc1ccc([N+](=O)[O-])cc1)N1CCCCC1 (stereo not given),-14%,5,i,3%,-15%,-5%,2%,?,-1%
CC(=O)c1ccc(N=Nc2ccc(N)cc2)cc1,-16%,?,?,1%,-3%,12%,.,7%,6%
CCCn1nnc(NC(=O)c2ccc(OCC)c(Cl)c2)n1,22%,-19,i,15%,?,-2%,14%,-29%,11%
CCCN(C)C1CN(Cc2cn(Cc3cc(C)cc(C)c3)nn2)S(=O)(=O)C1 (stereo not given),0%,46,i,0%,14%,.,10%,0%,.
Cc1ccc(C)c(NC(=O)COc2cccc3c2CCN(Cc2ccccc2C)C3=O)c1,-5%,-6,i,-20%,-2%,?,2%,?,15%
CCCCNC(=O)C1(C)CCCCN1C(=O)c1ccc(F)cc1Cl (stereo not given),23%,45,i,0%,19%,.,8%,4%,.
C/C(=N\NC(=O)CCn1nnc2ccccc21)c1ccco1,5%,7,i,16%,23%,-8%,1%,?,-6%
C=CCNc1nc(Nc2ccc(OC)cc2)nc(OC)n1,12%,7,i,8%,21%,-1%,164%[activator],-1%,13%
CCOC(=O)c1c(SCC(=O)Nc2nc(C)cs2)nc(=O)[nH]c1C,-2%,8,i,-2%,-3%,-1%,4%,15%,-7%
Cc1ccc(CNc2nc3ccccc3n3nnnc23)cc1,3%,16,i,0%,-2%,-1%,11%,0%,-10%
N=C1S/C(=C\c2ccc(-c3cccc(Cl)c3)o2)C(=O)N1c1nccs1,?,-14,5.6µM*,7.3µM*,-20%,?,3.5µM*,?,?
CCc1ccc(-n2c(=O)c3ccc(C(=O)NCCc4ccccc4)cc3n(CC(N)=O)c2=O)cc1,14%,13,i,-1%&-2%,11%,-5%,-16%&11%,?,5%

# Quoted from the listing (14 entries):
SMILES,HT1080 IDH1KD tx,IL1B secr inh,S2 tox,KB-3-1 cytotox,HT1080-NT tox,SW480 rereplic,ATXN2 expr inh,KB-V1 MDR tox,MCF10A rerep
O=S(=O)(N1CCOCC1)n1nnc2ccccc21,0%,-4,i,-3%,3%,-4%,0%,-12%,-4%
C=CCNc1nc2c(c(=O)n(C)c(=O)n2C)n1Cc1ccc(F)cc1,-15%,53,i,?,-16%,34%,-21%,?,?
COc1ccc2cc(CNc3ccc(C)cc3)c(=O)n(CC(=O)Nc3ccc(OC)c(Cl)c3)c2c1,.,.,i,11%,.,.,20%,-16%,.
CN(c1cccc(NS(=O)(=O)c2cccc([N+](=O)[O-])c2)c1)S(C)(=O)=O,-4%,5,i,2%,0%,3%,3%,-15%,-1%
C/C(CCc1ccccc1)=N\NC(=O)C1C2CCCCC21 (stereo not given),-1%,13,i,5%,-12%,0%,-9%,?,0%
O=C(c1ccccc1S(=O)(=O)NCC(O)COc1ccc([N+](=O)[O-])cc1)N1CCCCC1 (stereo not given),-14%,5,i,3%,-15%,-5%,2%,?,-1%
CC(=O)c1ccc(N=Nc2ccc(N)cc2)cc1,-16%,?,?,1%,-3%,12%,.,7%,6%
CCCn1nnc(NC(=O)c2ccc(OCC)c(Cl)c2)n1,22%,-19,i,15%,?,-2%,14%,-29%,11%
CCCN(C)C1CN(Cc2cn(Cc3cc(C)cc(C)c3)nn2)S(=O)(=O)C1 (stereo not given),0%,46,i,0%,14%,.,10%,0%,.
Cc1ccc(C)c(NC(=O)COc2cccc3c2CCN(Cc2ccccc2C)C3=O)c1,-5%,-6,i,-20%,-2%,?,2%,?,15%
CCCCNC(=O)C1(C)CCCCN1C(=O)c1ccc(F)cc1Cl (stereo not given),23%,45,i,0%,19%,.,8%,4%,.
C/C(=N\NC(=O)CCn1nnc2ccccc21)c1ccco1,5%,7,i,16%,23%,-8%,1%,?,-6%
C=CCNc1nc(Nc2ccc(OC)cc2)nc(OC)n1,12%,7,i,8%,21%,-1%,164%[activator],-1%,13%
CCOC(=O)c1c(SCC(=O)Nc2nc(C)cs2)nc(=O)[nH]c1C,-2%,8,i,-2%,-3%,-1%,4%,15%,-7%
